Bioassay records (PubChem BioAssay)
yeast bub3 = NCI yeast anticancer drug screen, S. cerevisiae bub3 mutant strain; 78,000 tested, 9.9% active; growth inhibition, % at 50 µM;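 note: 0% = growth of vehicle-only cultures of the same strain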
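Yeast carrying a defined mutation is treated with each compound, and growth is compared with that of vehicle-exposed cells to give inhibition.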
yeast sgs1 mgt1 = NCI yeast anticancer drug screen, S. cerevisiae sgs1 mgt1 strain; growth inhibition, % at 50 µM; 78,000 tested, 10% active; AID 161;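 note: 0% = growth of vehicle-only cultures of the same strain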
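Inhibition of yeast growth, normalised to vehicle-treated controls, is reported for a strain bearing genetic alterations in DNA damage repair.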
yeast mec2-1 = NCI yeast anticancer drug screen, S. cerevisiae mec2-1 strain; growth inhibition, % at 50 µM; 79,000 tested, 9% active; AID 157;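 note: 0% = growth of vehicle-only cultures of the same strain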
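Growth inhibition is read against vehicle-treated controls after compound exposure of the mec2-1 yeast strain, which is defective in DNA damage repair or cell cycle control.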
yeast rad50 = NCI yeast anticancer drug screen, S. cerevisiae rad50 strain. AID 155. 79,000 tested, 10% active. % growth inhibition at 50 µM;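 note: 0% = growth of vehicle-only cultures of the same strain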
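Cells are treated with compound, grown, and their growth is then scored against vehicle-only cultures of the same repair-deficient yeast strain.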
mlh1 rad18 = NCI yeast anticancer drug screen, S. cerevisiae mlh1 rad18 strain. growth inhibition, % at 50 µM. 79,000 tested, 11% active. AID 175;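 note: 0% = growth of vehicle-only cultures of the same strain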
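Read-out is yeast growth inhibition, calculated against vehicle-only controls. The compound was applied to a strain engineered with DNA damage repair alterations.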
yeast cln2 rad14 = NCI yeast anticancer drug screen, S. cerevisiae cln2 rad14 strain; % growth inhibition at 50 µM; AID 165; 78,000 tested, 8.3% active;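 note: 0% = growth of vehicle-only cultures of the same strain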
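Growth of compound-exposed yeast (cln2 rad14 genotype) measured and expressed as inhibition relative to vehicle.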
The depositor's hits bear a star; & = joins results of further samples. Cut-off read from the data, not from the text of the source: active = growth inhibition above about 70%; inactive = the rest.

For CNC(=O)N(C1=NCC(C)S1)c1ccc(C)c(C)c1 (stereo not given) the results were yeast bub3 79.2*, yeast sgs1 mgt1 71.8*, yeast mec2-1 74.9*, yeast rad50 63.9, mlh1 rad18 69.0 and yeast cln2 rad14 57.2.
`CC(=O)C(=[N+]=[N-])C(=O)OCCOC(=O)C(=[N+]=[N-])C(C)=O` gave yeast bub3 5.6, yeast sgs1 mgt1 -19.5, yeast mec2-1 -12.3, yeast rad50 -2.9, mlh1 rad18 2.5 and yeast cln2 rad14 4.0.
Screening FC(F)(F)c1cccc(N2CCN(c3c4c(nc5ccccc35)CCCCC4)CC2)c1 returned yeast bub3 92.0*, yeast sgs1 mgt1 93.8*, yeast mec2-1 97.7*, yeast rad50 95.5*, mlh1 rad18 95.7* and yeast cln2 rad14 95.5*.
Screening O=C(Nc1ccc([N+](=O)[O-])cc1)OC1CCS(=O)(=O)C1 (stereo not given) returned yeast bub3 8.6, yeast sgs1 mgt1 -3.6, yeast mec2-1 6.2, yeast rad50 -0.2, mlh1 rad18 -1.6 and yeast cln2 rad14 13.7.
Cc1cn(C2OC(CO)C(O)C(O)C2N)c(=O)[nH]c1=O (stereo not given) was read as yeast bub3 93.9*, yeast sgs1 mgt1 56.5, yeast mec2-1 70.3*, yeast rad50 86.5*, mlh1 rad18 92.5* and yeast cln2 rad14 61.6.
Screening Clc1cc[c]([Sn]([Cl])([O][Sn]([Cl])([c]2ccc(Cl)cc2)[c]2ccc(Cl)cc2)[c]2ccc(Cl)cc2)cc1 returned yeast bub3 87.0*, yeast sgs1 mgt1 87.6*, yeast mec2-1 88.5*, yeast rad50 86.5*, mlh1 rad18 92.7* and yeast cln2 rad14 81.5*.
CC1(C)CC(O)(Cc2ccccc2)C(O)c2ccccc21 (stereo not given) was read as yeast bub3 26.1, yeast sgs1 mgt1 31.6, yeast mec2-1 32.1, yeast rad50 45.5, mlh1 rad18 74.2* and yeast cln2 rad14 54.5.
CC(C)(C)c1ccc(O)c(CNCCO)c1 was read as yeast bub3 3.9, yeast sgs1 mgt1 -3.2, yeast mec2-1 -6.7, yeast rad50 21.1, mlh1 rad18 8.1 and yeast cln2 rad14 -28.1.
Screening CN(C)CC(/C(Cc1ccccc1)=N\NC(=S)NN)c1ccccc1 (stereo not given) returned yeast bub3 -3.2, yeast sgs1 mgt1 38.2, yeast mec2-1 9.6, yeast rad50 23.1, mlh1 rad18 13.7 and yeast cln2 rad14 21.4.
Screening COc1ccc2ccc3cccnc3c2n1 returned yeast bub3 26.2, yeast sgs1 mgt1 40.9, yeast mec2-1 22.1, yeast rad50 45.2, mlh1 rad18 2.0 and yeast cln2 rad14 -2.4.
`Nc1cnc2ccccc2c1` gave yeast bub3 11.8, yeast sgs1 mgt1 -8.4, yeast mec2-1 1.2, yeast rad50 10.2, mlh1 rad18 -4.1 and yeast cln2 rad14 -46.5.
For CCOC(=O)[C@H]1Nc2ccc(Cl)cc2[C@H]2OCC[C@@H]12 the results were yeast bub3 3.1, yeast sgs1 mgt1 -2.4, yeast mec2-1 -10.9, yeast rad50 5.5, mlh1 rad18 -0.7 and yeast cln2 rad14 23.8.
C=CCOCCC(OCC=C)OCC=C was read as yeast bub3 -1.3, yeast sgs1 mgt1 4.4, yeast mec2-1 7.8, yeast rad50 1.2, mlh1 rad18 8.8 and yeast cln2 rad14 -23.9.
For CC1=C/C(=N\N(C)C)C(C(O)(C(F)(F)F)C(F)(F)F)C(C)(C)C1 (stereo not given) the results were yeast bub3 -14.7, yeast sgs1 mgt1 -10.4, yeast mec2-1 -19.1, yeast rad50 4.8, mlh1 rad18 -13.0 and yeast cln2 rad14 9.3.
For SCCc1ccccc1 the results were yeast bub3 11.9, yeast sgs1 mgt1 -8.9, yeast mec2-1 -35.1, yeast rad50 -8.8, mlh1 rad18 -3.1 and yeast cln2 rad14 -14.0.
`COc1ccc(C2C(Cl)C(=O)N2NC(=O)c2ccccc2O)cc1` (stereo not given) gave yeast bub3 -4.6, yeast sgs1 mgt1 -38.1, yeast mec2-1 -17.4, yeast rad50 -27.2, mlh1 rad18 -34.8 and yeast cln2 rad14 -1.4.
OC1COCOC1C1OCOCC1O (stereo not given) was read as yeast bub3 -4.2&-1.9, yeast sgs1 mgt1 19.4&2.3, yeast mec2-1 -8.3&-2.7, yeast rad50 -5.6&11.2, mlh1 rad18 -0.8&-5.6 and yeast cln2 rad14 -29.0&-18.2.
c1ccc2c(c1)CCCC(N1CCOCC1)C2 (stereo not given) was read as yeast bub3 -24.3, yeast sgs1 mgt1 16.9, yeast mec2-1 2.7, yeast rad50 2.3, mlh1 rad18 15.9 and yeast cln2 rad14 11.1.
`C=C1CC[C@H]2C(=O)OC(c3ccoc3)C[C@]2(C)C/C=C\C=C/1C(=O)OC` (stereo not given in full) gave yeast bub3 -27.2, yeast sgs1 mgt1 -19.8, yeast mec2-1 -11.7, yeast rad50 -10.8, mlh1 rad18 -22.6 and yeast cln2 rad14 -6.0.
Screening O=C1C(O)C(c2ccccc2)c2ccccc2N1c1ccccc1 (stereo not given) returned yeast bub3 -9.8, yeast sgs1 mgt1 1.8, yeast mec2-1 5.3, yeast rad50 2.2, mlh1 rad18 15.1 and yeast cln2 rad14 -5.9.
Screening Cc1cc(C)c(O)c(CN(C)Cc2c(O)ccc3ccccc23)c1 returned yeast bub3 18.6, yeast sgs1 mgt1 9.6, yeast mec2-1 -7.2, yeast rad50 33.1, mlh1 rad18 23.1 and yeast cln2 rad14 -24.6.
`Cc1ccc2c(c1)C(C)(C)CCC2` gave yeast bub3 -9.1, yeast sgs1 mgt1 -18.4, yeast mec2-1 -18.4, yeast rad50 -2.1, mlh1 rad18 5.0 and yeast cln2 rad14 -59.6.
Screening C1CCC2C(C1)CCC1C2CC2C3CCCCC3CCC21 (stereo not given) returned yeast bub3 -9.3, yeast sgs1 mgt1 -13.7, yeast mec2-1 7.7, yeast rad50 -1.2, mlh1 rad18 -16.6 and yeast cln2 rad14 -12.8.
Cc1nc2nc(C)[nH]c2c(=O)[nH]1 was read as yeast bub3 4.2, yeast sgs1 mgt1 -5.5, yeast mec2-1 5.8, yeast rad50 0.4, mlh1 rad18 9.1 and yeast cln2 rad14 -4.3.
CCN(CC)CCN1C(=O)c2cccc3cc(OC)cc(c23)C1=O was read as yeast bub3 -22.1, yeast sgs1 mgt1 -4.0, yeast mec2-1 1.4, yeast rad50 79.6*, mlh1 rad18 -14.2 and yeast cln2 rad14 -3.8.
For CC12CC1CCCC2OC(=O)c1cc([N+](=O)[O-])cc([N+](=O)[O-])c1 (stereo not given) the results were yeast bub3 -7.7, yeast sgs1 mgt1 -5.7, yeast mec2-1 2.1, yeast rad50 4.8, mlh1 rad18 -0.1 and yeast cln2 rad14 -12.7.
`Cn1c(=S)c2[nH]c(SCCN3CCCCC3)nc2n(C)c1=O` gave yeast bub3 97.8*, yeast sgs1 mgt1 99.2*, yeast mec2-1 99.3*, yeast rad50 97.2*, mlh1 rad18 98.5* and yeast cln2 rad14 54.5.
`Oc1ccc(C2SCc3nc4ccccc4n32)cc1` (stereo not given) gave yeast bub3 -45.1, yeast sgs1 mgt1 -35.9, yeast mec2-1 -17.9, yeast rad50 -7.8, mlh1 rad18 -25.1 and yeast cln2 rad14 -7.3.
For Cc1c(F)cccc1[N+](=O)[O-] the results were yeast bub3 -10.2, yeast sgs1 mgt1 -0.7, yeast mec2-1 -14.6, yeast rad50 31.5, mlh1 rad18 8.8 and yeast cln2 rad14 3.2.
`CC1(C)CC(=O)C2=C(C1)Oc1c(Cl)cc(Cl)cc1C2` gave yeast bub3 -7.7, yeast sgs1 mgt1 -4.0, yeast mec2-1 -42.9, yeast rad50 -23.4, mlh1 rad18 -11.7 and yeast cln2 rad14 -2.6.
Screening Cc1cc(Cc2cc(C)c(O)c(CN(C)C)c2)cc(CN(C)C)c1O returned yeast bub3 -6.1, yeast sgs1 mgt1 1.4, yeast mec2-1 -7.7, yeast rad50 -1.8, mlh1 rad18 -7.0 and yeast cln2 rad14 -19.5.
For CC(=O)OC1CCC2(C)C(CCC3(C)C2CC=C2C4CC(C)(C)CCC4(C)CCC23C)C1(C)C (stereo not given) the results were yeast bub3 6.0, yeast sgs1 mgt1 -8.8, yeast mec2-1 -1.0, yeast rad50 5.8, mlh1 rad18 -5.3 and yeast cln2 rad14 -1.6.
Screening O=C1C=CC(=O)O1 (tested in a mixture with another compound) returned yeast bub3 17.0&30.9, yeast sgs1 mgt1 2.5&10.6, yeast mec2-1 1.9&18.0, yeast rad50 5.8&13.5, mlh1 rad18 13.3&22.4 and yeast cln2 rad14 4.5&38.1.
Screening C[n+]1c(-c2ccc(/C=N/NC(=O)C(=O)N/N=C/c3ccc(-c4cn5ccsc5[n+]4C)cc3)cc2)cn2ccsc21 returned yeast bub3 88.7*, yeast sgs1 mgt1 86.8*, yeast mec2-1 88.0*, yeast rad50 85.5*, mlh1 rad18 86.5* and yeast cln2 rad14 76.6*.
O=C(O)c1ccc(O)cc1O was read as yeast bub3 -4.7, yeast sgs1 mgt1 -25.2, yeast mec2-1 18.6, yeast rad50 12.8, mlh1 rad18 -2.5 and yeast cln2 rad14 -29.4.
Cc1ccc2cccc(CCOC(=O)c3ccc([N+](=O)[O-])cc3)c2c1 was read as yeast bub3 -8.3, yeast sgs1 mgt1 -15.3, yeast mec2-1 -19.1, yeast rad50 -13.5, mlh1 rad18 4.7 and yeast cln2 rad14 -19.1.
For CCOC1CCC(C(C)=O)C(C#N)(C#N)C1(C#N)C#N (stereo not given) the results were yeast bub3 -37.9, yeast sgs1 mgt1 -21.6, yeast mec2-1 -9.6, yeast rad50 38.1, mlh1 rad18 -42.5 and yeast cln2 rad14 -7.3.
For COc1ccccc1/C=C\C#N the results were yeast bub3 -29.2, yeast sgs1 mgt1 -6.5, yeast mec2-1 -6.1, yeast rad50 -9.2, mlh1 rad18 -13.4 and yeast cln2 rad14 -28.0.
For CC(C)N1C(=O)c2ccccc2C1=O the results were yeast bub3 15.1, yeast sgs1 mgt1 14.7, yeast mec2-1 22.1, yeast rad50 26.8, mlh1 rad18 14.3 and yeast cln2 rad14 19.8.
Screening O=C1NC(O)CCN1C1CC(O)C(CO)O1 (stereo not given) returned yeast bub3 4.8, yeast sgs1 mgt1 16.2, yeast mec2-1 15.6, yeast rad50 15.8, mlh1 rad18 -7.3 and yeast cln2 rad14 4.3.

Retrieved by compound from the list above (two):
Screening O=C1C=CC(=O)O1 (tested in a mixture with another compound) returned yeast bub3 17.0&30.9, yeast sgs1 mgt1 2.5&10.6, yeast mec2-1 1.9&18.0, yeast rad50 5.8&13.5, mlh1 rad18 13.3&22.4 and yeast cln2 rad14 4.5&38.1.
Screening O=C1NC(O)CCN1C1CC(O)C(CO)O1 (stereo not given) returned yeast bub3 4.8, yeast sgs1 mgt1 16.2, yeast mec2-1 15.6, yeast rad50 15.8, mlh1 rad18 -7.3 and yeast cln2 rad14 4.3.

The listing continues:
`CCCCCC(=O)C(C)(c1nc2n(c1O)/C(=N/C(=O)Nc1ccc(Cl)cc1)N=N2)c1nc2n(c1O)/C(=N/C(=O)Nc1ccc(Cl)cc1)N=N2` gave yeast bub3 98.2*, yeast sgs1 mgt1 -5.1, yeast mec2-1 -11.2, yeast rad50 -11.6, mlh1 rad18 7.0 and yeast cln2 rad14 -23.3.
Screening CCOC(=O)C(CCC#N)(CCC#N)C(=O)OCC returned yeast bub3 12.6, yeast sgs1 mgt1 -2.2, yeast mec2-1 9.8, yeast rad50 39.5, mlh1 rad18 38.7 and yeast cln2 rad14 -21.3.
Screening CN(C)CCNC(=O)c1cc([N+](=O)[O-])ccn1 returned yeast bub3 -2.4, yeast sgs1 mgt1 36.2, yeast mec2-1 7.2, yeast rad50 19.6, mlh1 rad18 -33.0 and yeast cln2 rad14 15.1.
Screening Cc1cccnc1Nc1ncccc1C returned yeast bub3 8.3, yeast sgs1 mgt1 10.9, yeast mec2-1 -18.8, yeast rad50 13.8, mlh1 rad18 10.8 and yeast cln2 rad14 14.3.
Screening CCCCc1ccc(-n2c(C)nc3[nH]cc(C)c3c2=N)cc1 returned yeast bub3 -2.5, yeast sgs1 mgt1 -3.5, yeast mec2-1 -10.9, yeast rad50 -1.4, mlh1 rad18 -3.8 and yeast cln2 rad14 -1.8.

Not a retest: 2 of the compounds above.
Screening Cc1cccnc1Nc1ncccc1C returned yeast bub3 8.3, yeast sgs1 mgt1 10.9, yeast mec2-1 -18.8, yeast rad50 13.8, mlh1 rad18 10.8 and yeast cln2 rad14 14.3.
Screening CCCCc1ccc(-n2c(C)nc3[nH]cc(C)c3c2=N)cc1 returned yeast bub3 -2.5, yeast sgs1 mgt1 -3.5, yeast mec2-1 -10.9, yeast rad50 -1.4, mlh1 rad18 -3.8 and yeast cln2 rad14 -1.8.
